STK33 kinase inh – human STK33 kinase inhibition; Q9BYT3; purified STK33, MBP phosphorylation, ADP-Glo luminescence; inhibition, % at 10 µM; 0.073% of 320,000 active; AID 2661;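 active = inhibition at or above 25%, using the most active replicate where run in duplicate; inactive = inhibition below 25%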
Target sequence (Q9BYT3 whole entry, looked up): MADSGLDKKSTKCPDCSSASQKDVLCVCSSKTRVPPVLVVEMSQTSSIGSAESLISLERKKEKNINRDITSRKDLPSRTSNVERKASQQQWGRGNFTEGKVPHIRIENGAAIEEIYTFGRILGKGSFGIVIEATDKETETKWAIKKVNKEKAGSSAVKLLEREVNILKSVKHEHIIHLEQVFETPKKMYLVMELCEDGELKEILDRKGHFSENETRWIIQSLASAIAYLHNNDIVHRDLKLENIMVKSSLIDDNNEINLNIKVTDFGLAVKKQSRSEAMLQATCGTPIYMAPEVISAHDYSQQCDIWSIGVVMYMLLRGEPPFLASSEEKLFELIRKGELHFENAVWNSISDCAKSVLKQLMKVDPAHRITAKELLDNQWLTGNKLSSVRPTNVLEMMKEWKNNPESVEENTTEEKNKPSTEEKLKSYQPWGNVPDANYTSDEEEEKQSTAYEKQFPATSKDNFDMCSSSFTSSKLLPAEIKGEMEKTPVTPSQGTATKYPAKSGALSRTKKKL
OX1R antag-1 – blocks the human orexin 1 receptor; OX1R-expressing cells, FRET antagonist read-out; AID 485270; inhibition, % at 6.6 µM; 1.8% of 330,000 active; in the data active = inhibition mostly above about 38%, no sharp cut-off; inactive = mostly below about 40%;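 also: 0% = agonist challenge alone and 100% = reference antagonist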
Target sequence (O43613 whole entry, looked up): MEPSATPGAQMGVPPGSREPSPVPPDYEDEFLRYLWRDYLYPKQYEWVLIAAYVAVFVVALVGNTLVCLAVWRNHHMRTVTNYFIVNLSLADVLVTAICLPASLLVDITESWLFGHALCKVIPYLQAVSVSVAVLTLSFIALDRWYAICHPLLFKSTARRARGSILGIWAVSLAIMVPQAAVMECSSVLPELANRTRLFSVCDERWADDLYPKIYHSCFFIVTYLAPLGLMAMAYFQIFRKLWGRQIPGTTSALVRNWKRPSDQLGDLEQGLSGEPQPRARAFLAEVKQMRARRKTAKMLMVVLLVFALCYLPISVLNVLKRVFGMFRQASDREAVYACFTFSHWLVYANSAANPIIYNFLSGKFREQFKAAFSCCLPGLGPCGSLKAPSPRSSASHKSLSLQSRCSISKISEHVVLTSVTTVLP
OX1R antag-2 – antagonists of human orexin 1 receptor | AID 434989 | O43613 | 0.43% of 330,000 active | inhibition, % at 5 µM | CHO/OX1R cells, Fluo-8 calcium fluorescence, orexin A;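 active = inhibition above its plate's threshold, mean inhibition of all tested compounds on the plate plus 3 SD, cut at about 37% in these data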;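 also: 0% = orexin A challenge wells and 100% = SB-334867-A antagonist wells; not every result past the cut was called active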
Active calls of the source: *; . = no result given.

| molecule | STK33 kinase inh | OX1R antag-1 | OX1R antag-2 |
| --- | --- | --- | --- |
| CC(C)(C)c1csc(NC(=O)c2cccs2)n1 | -0.2 | 26.3 | -13.3 |
| CCOC(=O)/C=C1\CC(=O)Nc2nonc2N1 | -1.1 | 4.0 | -5.2 |
| O=C1C2CC=CCC2C(=O)N1c1n[nH]c(Cc2ccccc2)n1 (configuration not stated) | -1.2 | 0.8 | 4.2 |
| Cn1cccc1C(C#N)c1ncc(C(F)(F)F)cc1Cl (configuration not stated) | -0.6 | 15.4 | -29.7 |
| O=C(Nc1ccc(N2CCOCC2)nc1N1CCOCC1)c1cccc(C(F)(F)F)c1 | -0.6 | 6.8 | -31.7 |
| CCOC(=O)c1[nH]c2ccc(OCC)cc2c1NC(=O)CN1CCCC(C)C1 (configuration not stated) | 24.2 | 34.0 | -35.6 |
| COc1ccc(-c2nnn(CC(=O)N(Cc3ccccc3Cl)C(C(=O)NCC3CCCO3)c3ccco3)n2)cc1OC (configuration not stated) | -0.2 | 21.5 | -0.5 |
| COc1ccc(Cc2nc(-c3ccc(NC(=O)c4cccnc4)cc3)no2)cc1 | -1.4 | 22.1 | 1.3 |
| Cc1ccc2nc(CCl)[n+]([O-])c(-c3ccccc3)c2c1 | -1.2 | 15.2 | -5.3 |
| CC1Cc2ccccc2N1C(=O)CCn1c(=O)sc2ccccc21 (configuration not stated) | 8.6 | 29.8 | -36.4 |
| O=C(NCCCN1CCN(c2ccccc2F)CC1)C1CCCN(S(=O)(=O)c2cnc[nH]2)C1 (configuration not stated) | . | 11.0 | -21.4 |
| COc1cccc(CC(=O)OCC(=O)NC2CCCC2)c1 | 11.5 | -4.3 | -36.2 |
| Cc1coc2cc3oc(=O)c4c(c3cc12)CCC4 | -0.4 | 51.9 | -24.1 |
| Cc1cc(=O)n2[nH]c(N)c(N=Nc3ccccc3F)c2n1 | 0.1 | 27.3 | 2.0 |
| COC(=O)c1ccc(Cn2nnc3c(=O)[nH]c(C4CCCN(S(=O)(=O)c5cccc(Cl)c5)C4)nc32)cc1 (configuration not stated) | -0.7 | 18.9 | -7.9 |
| CC(C)CC(=O)N1CCN(S(=O)(=O)c2ccc(Cl)cc2)CC1 | -0.7 | -5.7 | -14.9 |
| CCOC(=O)C(NC(=O)c1ccccc1)=C(C)C | 0.4 | 4.8 | -0.4 |
| CCN(CC)C(=O)CN1C(=O)NC2(CCc3ccccc3C2)C1=O (configuration not stated) | -1.6 | 15.8 | -0.9 |
| CCCn1c2ccc(C)cc2c2nnc(SCCN3CCOCC3)nc21 | 0.4 | 25.6 | -48.9 |
| CCOc1ccc(-c2n[nH]c(C)c2-c2ccccc2OC)c(O)c1 | -2.6 | 23.2 | -14.3 |
| Cc1ccc(C(=O)Nc2ccc(S(=O)(=O)NC3=NCCCCC3)cc2)cc1S(=O)(=O)N1CCOCC1 | 0.8 | 2.7 | -16.0 |
| Cc1noc2ncnc(N3CCCC3)c12 | -0.4 | 14.6 | -17.0 |
| O=C1C(c2ccccc2)SC(=Nc2ccccc2)N1S(=O)(=O)c1ccccc1 (configuration not stated) | -1.8 | 2.7 | -1.1 |
| O=c1cc(CN2CCN(S(=O)(=O)c3ccccc3)CC2)nc2sccn12 | 0.0 | 22.5 | -37.9 |
| COC(=O)c1c(NC(=O)CC2SC(N)=NC2=O)sc(C)c1C (configuration not stated) | -0.9 | 7.3 | -6.7 |

Overlap with the part before: 5 compounds; new compounds follow.
| molecule | STK33 kinase inh | OX1R antag-1 | OX1R antag-2 |
| --- | --- | --- | --- |
| Cc1ccc(C(=O)Nc2ccc(S(=O)(=O)NC3=NCCCCC3)cc2)cc1S(=O)(=O)N1CCOCC1 | 0.8 | 2.7 | -16.0 |
| Cc1noc2ncnc(N3CCCC3)c12 | -0.4 | 14.6 | -17.0 |
| O=C1C(c2ccccc2)SC(=Nc2ccccc2)N1S(=O)(=O)c1ccccc1 (configuration not stated) | -1.8 | 2.7 | -1.1 |
| O=c1cc(CN2CCN(S(=O)(=O)c3ccccc3)CC2)nc2sccn12 | 0.0 | 22.5 | -37.9 |
| COC(=O)c1c(NC(=O)CC2SC(N)=NC2=O)sc(C)c1C (configuration not stated) | -0.9 | 7.3 | -6.7 |
| O=C(Nc1ccc2c(c1)OCO2)c1ccccn1 | 0.7 | -5.5 | -11.6 |
| COc1ccc(-n2cnc3c(sc4nc(N5CCOCC5)c5c(c43)CCCC5)c2=O)cc1 | -0.6 | 8.0 | -7.4 |
| CCC(=O)c1ccc(OCC(=O)Nc2ccccc2N2CCOCC2)cc1 | 0.1 | 5.0 | -5.5 |
| CC(=NNC(=O)Cn1ccc(C(F)(F)F)n1)c1ccc(-n2ccnc2)cc1 | 0.2 | -0.7 | 3.8 |
| O=C1CCCC2=C1C(c1ccc(Cl)cc1)C1C(=O)c3ccccc3C1=N2 (configuration not stated) | -0.4 | 8.2 | -28.4 |
| Cc1cc(C(=O)CSc2nnc(N)s2)c(C)n1Cc1cccs1 | -0.8 | 25.2 | -12.0 |
| CCCCOC(=O)c1ccc(NC(C)=O)cc1 | 2.7 | 17.8 | -19.9 |
| NS(=O)(=O)c1ccc(CNC(=O)c2scc3c2CCCC3)cc1 | 1.4 | 27.7 | -8.2 |
| COc1ccc(CSCCNC(=S)Nc2ccccc2)cc1Cl | -1.2 | 15.1 | -3.5 |
| O=C(Nc1cccc(N2C(=O)C3C4C=CC(C4)C3C2=O)c1)c1cccs1 (configuration not stated) | 0.3 | 19.9 | -27.1 |
| O=C(C[n+]1ccc(/C=N/O)cc1)N(Cc1ccccc1)Cc1ccccc1 | 1.9 | 53.0* | -0.4 |
| Cc1csc(SCC(=O)c2c(N)n(C)c(=O)n(C)c2=O)n1 | -1.6 | 21.5 | -12.2 |
| CC1CCCN(S(=O)(=O)CCNC(=O)c2ccc3c(c2)OCO3)C1 (configuration not stated) | . | 2.4 | -6.6 |
| O=C(NCC(=O)N(CCc1ccccc1)C(C(=O)NC1CCCC1)c1cccnc1)c1ccco1 (configuration not stated) | -0.8 | 7.3 | -32.4 |
| COc1ccccc1Cc1nnnn1CC(=O)O | -0.8 | 7.4 | -4.0 |
| O=C(O)C1CC1C(=O)N1CCN(c2ccc(Cl)c(Cl)c2)CC1 (configuration not stated) | -1.0 | 11.6 | -10.5 |
| Cc1ccc(-n2ncc3c2CC(C)(C)CC3NC(=O)CCN2CCCCC2=O)cc1 (configuration not stated) | 0.7 | 3.8 | -15.1 |
| CC1=CC2=NC(=O)/C(=C/c3cccn3Cc3ccccc3)C(=N)N2O1 | 0.5 | 12.4 | -23.8 |
| O=C1CC(c2ccc(Cl)cc2)c2c(O)cc(O)cc2O1 (configuration not stated) | -0.6 | 3.7 | -1.9 |
| C#CCOCCOCCOCCNc1nc(N2CCN(C(=O)[C@H]([C@@H](C)CC)n3cc([C@@H](N)CO)nn3)CC2)nc(N2CCN(C(=O)[C@H](CCCCN)n3cc([C@@H](N)C(C)CC)nn3)CC2)n1 (some centres not stated) | -1.6 | 21.8 | 6.0 |
| CCN(CC)CCN(C(=O)CN1C(=O)c2ccccc2C1=O)c1nc2cc3c(cc2s1)OCO3 | 0.5 | 10.7 | -14.7 |
| COc1ccc(C)cc1NC(=O)N1CCC(CO)(CC2CCCCO2)CC1 (configuration not stated) | . | 4.0 | -29.3 |
| CCOc1ccc(CCNC(=O)COC(=O)c2cc([N+](=O)[O-])ccc2N2CCOCC2)cc1OCC | 0.5 | 40.1 | -38.6 |
| O=C(NNC(=S)NCC1CCCO1)c1cc(Br)ccc1Cl (configuration not stated) | -0.6 | 16.2 | -11.8 |
| Cc1cc(C(=O)N/N=C/c2ccc(OC(=O)c3ccccc3Br)cc2)n[nH]1 | -0.7 | 2.2 | -5.7 |
| COc1ccc(CC(=O)n2[nH]c(=O)ccc2=O)cc1OC | -2.3 | 10.2 | -16.7 |
| CC(C)(CNC(=O)/C=C/c1ccc(F)cc1)CNC(=O)/C=C/c1ccc(F)cc1 | 5.2 | 22.3 | 7.1 |
| COc1cccc(OC)c1C(=O)NC(=S)NCc1cccnc1 | -0.2 | 9.1 | -7.4 |
| COC(=O)c1ccc(COC(=O)CCC(=O)c2cccs2)cc1 | 0.3 | 16.5 | -16.4 |
| S=c1[nH]nc(-c2ccccc2Br)n1Cc1ccccc1 | 0.1 | 13.7 | -12.1 |
| O=C(NCc1ccc(Cl)cc1)C1CCN(C(=O)Cc2ccccc2)CC1 | -0.2 | 25.3 | -20.6 |
| O=C(CC1N=C(Cc2ccccc2)NNC1=O)N/N=C/c1ccc([N+](=O)[O-])cc1 (configuration not stated) | 0.7 | 54.0 | -8.3 |
| O=C(CBr)Nc1c2c(nn1-c1ccccc1)CSC2 | -0.8 | 0.2 | -4.3 |
| CCN(c1ccccc1)S(=O)(=O)c1cccc(C(=O)NCc2ccccc2CN2CCOCC2)c1 | -1.8 | 0.6 | 4.2 |
| CC(C)CC(=O)c1c[nH]c(C(=O)O)c1 | 0.1 | 18.7 | -1.3 |
| CCCCOc1ccc(C(=O)OCC(=O)Nc2cc(C)on2)cc1 | -1.4 | 16.3 | -10.3 |
| COc1ccc(CN2CCC(=O)N([C@H](CO)Cc3ccccc3)CC2)cc1 | 0.0 | 23.6 | -25.3 |
| O=C(CSc1nnc(-c2ccc(Cl)s2)o1)N1CCc2ccccc21 | 2.3 | 23.5 | -3.5 |
| CN(C)c1cc[n+](CC(=O)c2ccc(-c3ccccc3)cc2)cc1 | -0.6 | 3.5 | 9.4 |
| O=[N+]([O-])c1ccc2ncnc(N3CCN(Cc4ccc5c(c4)OCO5)CC3)c2c1 | 1.5 | 56.0* | -20.2 |
| COc1ccc(S(=O)(=O)N2CCCC(C(F)(F)F)C2)cc1 (configuration not stated) | -0.4 | 25.0 | -4.7 |
| CN1CCN(c2c(F)cc3c(=O)c(C(=O)O)cn4c3c2OCN4C)CC1 | -0.9 | 7.1 | -5.7 |
| O=C(c1cnccn1)N(Cc1cccs1)C1(C(=O)NC2CCCC2)CCCCC1 | 0.1 | 16.6 | -14.9 |
| CCOc1ccc(-n2c(SCC(=O)Nc3ccc4c(c3)OCCO4)nc3c(c2=O)SCC3)cc1 | -0.4 | 20.8 | -15.2 |
| O=C(NNS(=O)(=O)c1ccc(Cl)cc1)c1sccc1-n1cccc1 | 0.6 | 19.5 | 0.9 |
| O=c1[nH]c(CN2CCN(c3ccc(O)cc3)CC2)nc2scc(-c3ccc(Cl)cc3)c12 | -2.1 | 5.7 | -17.9 |
| CCCC(=O)Nc1nnc(-c2ccccc2)o1 | -0.3 | 10.2 | -21.5 |
| CCc1cc(C(=O)OC)c(NC(=O)c2ccoc2C)s1 | -1.9 | 9.5 | -30.9 |
| NNC(=O)c1ccc(COc2ccc3ccccc3c2)cc1 | -0.8 | -10.8 | -2.4 |
| Cc1nc(Nc2ccc(F)cc2)nc(Nc2ccc(F)cc2)c1[N+](=O)[O-] | 1.1 | 22.2 | -24.5 |

Record cards, as listed above:
CCN(c1ccccc1)S(=O)(=O)c1cccc(C(=O)NCc2ccccc2CN2CCOCC2)c1 reads STK33 kinase inh = -1.8; OX1R antag-1 = 0.6; OX1R antag-2 = 4.2
O=C(CSc1nnc(-c2ccc(Cl)s2)o1)N1CCc2ccccc21 reads STK33 kinase inh = 2.3; OX1R antag-1 = 23.5; OX1R antag-2 = -3.5

Remaining list, next part
| molecule | STK33 kinase inh | OX1R antag-1 | OX1R antag-2 |
| --- | --- | --- | --- |
| COc1ccc(Cc2nnc(Nc3ccccc3)s2)cc1Br | 0.1 | 19.5 | -25.1 |
| COc1ccc(OCC(=O)Nc2ccc3c(c2)nc(CCN2CCCC2)n3C)cc1 | 0.9 | 9.4 | -5.5 |
| CC(=O)Nc1cc(NC(C)=O)cc(C(=O)N2CCCC3CCCCC32)c1 (configuration not stated) | -0.2 | 2.9 | -9.2 |
| Cc1ccc(-c2nc(C#N)c(N3CCCCC3)o2)cc1 | -0.1 | 5.3 | -34.3 |
| COc1cc2c(cc1NC(=O)CSc1ccccc1)oc1ccccc12 | -1.2 | 22.2 | 2.3 |
| Cc1nn(CC(=O)N2CCC(C)CC2)c(=O)c2nn(-c3ccccc3)c(C)c12 | -0.1 | 6.1 | -24.3 |
| CC(C)CNS(=O)(=O)c1ccc(CCC(=O)N2CCN(Cc3ccc4c(c3)OCO4)CC2)cc1 | -1.0 | 12.4 | 7.2 |
| CCSc1cc(N2CCCC2)nc(-c2ccccc2Cl)n1 | -1.0 | 13.3 | -37.4 |
| COc1ccc(C(=O)NCCN2CCOCC2)cc1OC | -0.2 | 11.4 | -16.4 |
| Cn1c(=O)c2c(=O)cc(N)[nH]c2n(C)c1=O | -3.2 | 1.4 | -6.0 |
| CCOC(=O)C(=CNc1ccc(C(F)(F)F)cc1Cl)C(=O)OCC | 0.4 | 7.6 | -20.6 |
| CC1CN(C(=O)CSc2nc(N)cc(N)n2)CC(C)O1 (configuration not stated) | 0.2 | -2.4 | 3.4 |
| Cc1sc(NC(=O)CN(Cc2ccccc2)C(=O)C(C)C)c(C(N)=O)c1C | 0.9 | 11.3 | -16.9 |
| Cc1ccc(C2NC(=NCc3ccccc3)Nc3nc(C)cc(=O)n32)cc1 (configuration not stated) | 0.6 | 5.7 | -24.6 |
| Cc1ccc(S(=O)(=O)n2nc(OC(=O)c3c(F)cccc3Cl)cc2N)cc1 | -2.3 | 25.8 | -18.2 |
| CCN(CC(=O)Nc1ccc(OC)cc1)C(=O)c1ccc(Cl)c(S(=O)(=O)N2CCCC2)c1 | -0.8 | 14.2 | -25.9 |
| Cc1ccc(C)c(CN2CCCN(Cc3cc(C)ccc3C)S2(=O)=O)c1 | -1.8 | 0.9 | -18.8 |
| CN(C)Cc1c(C(=O)N/N=C/C2CC=CCC2)nnn1-c1nonc1N (configuration not stated) | 0.3 | 15.8 | -8.4 |
| Clc1ccc(-n2nnnc2-c2cnc(-c3ccccn3)nc2-c2cccs2)cc1 | -1.4 | 23.3 | -10.9 |

Compound activity from PubChem BioAssay.

Not a hit list; overall some 2.2% were active at least once.
